PERK inh = block of dimerizer-induced PERK translation repression, primary screen, PERK inhibitor project, CHO PERK-DD cells, SEAP luminescence, HTS; inhibition, % at 5.6 µM; 220,000 compounds, 0.17% hits; AID 1416, 2008; Eukaryotic translation initiation factor 2-alpha kinase 3 (Homo sapiens), Q9NZJ5; CHO PERK-DD fusion, SEAP luminescence translation reporter;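 active means inhibition above the mean inhibition of all tested compounds plus 3 SD, set separately per screening campaign, cut at about 2.9% in these data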;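 further: PERK kinase domain activated by AP20187 dimerizer at 100 nM; 0% = DMSO with dimerizer and 100% = rapamycin at 8.4 µM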
FXIa inh = human FXIa protease inhibitors, primary screen, biochemical, 1536-well; Coagulation factor XI (Homo sapiens), P03951; purified FXIa, Boc-Glu-Ala-Arg-AMC fluorogenic substrate; inhibition, % at 5 µM; 220,000 compounds, 0.14% hits;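 active means inhibition of at least 40%; inactive means inhibition below 40%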;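 further: fluorescence of freed AMC excited at 355 nm; 0% = enzyme without compound and 100% = no enzyme blank; many of its hits are not listed in these tables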
Target sequence (P03951 19-387 limits assumed): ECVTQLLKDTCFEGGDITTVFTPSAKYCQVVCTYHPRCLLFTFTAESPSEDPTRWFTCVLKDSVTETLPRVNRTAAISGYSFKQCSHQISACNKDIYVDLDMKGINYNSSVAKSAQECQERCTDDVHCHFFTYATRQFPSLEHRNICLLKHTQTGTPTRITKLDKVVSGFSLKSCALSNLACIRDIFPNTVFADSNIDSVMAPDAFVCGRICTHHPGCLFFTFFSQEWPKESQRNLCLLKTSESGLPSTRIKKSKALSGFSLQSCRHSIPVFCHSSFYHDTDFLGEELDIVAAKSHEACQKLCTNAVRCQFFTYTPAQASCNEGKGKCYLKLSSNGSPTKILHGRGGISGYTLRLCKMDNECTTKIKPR
Target sequence (P03951 388-625 limits assumed): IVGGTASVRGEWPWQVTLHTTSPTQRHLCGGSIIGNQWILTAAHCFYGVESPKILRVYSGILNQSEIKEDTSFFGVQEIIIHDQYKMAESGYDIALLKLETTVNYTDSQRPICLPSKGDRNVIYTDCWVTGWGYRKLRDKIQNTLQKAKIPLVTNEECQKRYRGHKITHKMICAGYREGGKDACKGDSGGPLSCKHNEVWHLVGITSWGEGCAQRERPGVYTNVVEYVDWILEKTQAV
KLK5 inh = human KLK5 protease inhibitors, primary screen, biochemical, 1536-well. 210,000 compounds, 0.59% hits. Kallikrein-5 (Homo sapiens), Q9Y337. AID 873, 2007. recombinant hK5, fluorogenic AMC substrate cleavage. inhibition, % at 5 µM;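 active means inhibition of 40% or more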;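 further: 0% = enzyme controls without compound and 100% = no-enzyme blanks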
FXIIa inh = human FXIIa protease inhibitors, primary screen, biochemical, 1536-well | purified FXIIa, Boc-QGR-AMC fluorogenic substrate, 2 h | Coagulation factor XII (Homo sapiens), P00748 | inhibition, % at 5 µM | 220,000 compounds, 0.3% hits; in the data active means inhibition above about 40%;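 further: 0% = enzyme with no compound and 100% = blank without enzyme; many of its hits are not listed in these tables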
Furin inh = human furin inhibitors, primary screen, biochemical, fluorescence intensity | inhibition, % at 30 µM | purified furin, fluorogenic substrate cleavage | AID 463115, 2010 | P09958 | 220,000 compounds, 0.061% hits; in the data active means inhibition above about 25%; further: inactives centre near -15
Thrombin inh = human alpha-thrombin inhibitors, primary screen, counter-screen for coagulation protease inhibitor project, biochemical, 1536-well, fluorogenic AMC substrate; Prothrombin (Homo sapiens), P00734; Boc-VPR-AMC fluorogenic substrate cleavage; inhibition, % at 5 µM; 220,000 compounds, 0.26% hits;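 active means inhibition at or above 40%; inactive means inhibition below 40%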;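 further: 0% = enzyme with no compound and 100% = wells without enzyme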
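System – human alpha-thrombin protein · Reagent – Boc-VPR-AMC substrate, 15 µM final · Compound – 5 µM single dose in 0.2% DMSO · Schedule – reaction at room temperature · Technique – AMC fluorescence at 355 nm excitation and 460 nm emission · Read-out basis – % inhibition relative to enzyme controls and enzyme-free blanks · Control set – no-compound enzyme wells and no-enzyme blanks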
m-calpain inh = inhibitors of pig calpain II, primary screen, biochemical, fluorogenic peptide substrate, 1536-well; purified calpain II, 30 min; inhibition, % at 16 µM; 220,000 compounds, 0.37% hits; AID 1236, 2008;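 active means inhibition above about 50%, limit read from the data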
Rad51 HR inh = human RAD51 strand exchange inhibitors, primary screen, biochemical, fluorescence. hRad51 DNA strand exchange, fluorescence dequenching. inhibition, % at 10 µM. 200,000 compounds, 0.085% hits. AID 1385, 2008. DNA repair protein RAD51 homolog 1 (Homo sapiens), Q06609;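 active means inhibition above 40% at the single screening dose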;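 further: 0% = DMSO control wells and 100% = blanks with heterologous ssDNA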
Target sequence (Q06609 whole entry, looked up): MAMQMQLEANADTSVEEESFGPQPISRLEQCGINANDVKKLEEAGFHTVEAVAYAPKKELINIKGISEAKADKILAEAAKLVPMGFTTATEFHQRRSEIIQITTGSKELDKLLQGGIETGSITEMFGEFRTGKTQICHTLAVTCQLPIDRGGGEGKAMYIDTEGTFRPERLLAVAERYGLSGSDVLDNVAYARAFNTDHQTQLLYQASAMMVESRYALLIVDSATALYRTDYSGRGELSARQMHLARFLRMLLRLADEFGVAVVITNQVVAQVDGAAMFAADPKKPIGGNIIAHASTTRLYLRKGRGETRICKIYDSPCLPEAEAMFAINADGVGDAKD
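Read-out basis: percent inhibition relative to plate controls and blanks / Assay system: human Rad51 nucleoprotein filaments preassembled on unlabelled ssDNA / Timing: filaments 15 min 37 °C, then compound 30 min / Control set: per-plate controls and blanks / Technique: fluorescence dequenching at 485/520 nm / Compound: 10 µM final, single point / Also added: Fluorescein- and BHQ1-tagged 47-mer duplex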
KCC2 mod = KCC2 cotransporter modulators, thallium flux, primary screen, cell-based, HEK293 KCC2, FluoZin-2 fluorescence, MLSMR | Solute carrier family 12 member 5 (Homo sapiens), Q9H2X9 | KCC2 cells, thallium flux FluoZin-2 fluorescence | B-score of Tl+ flux slope (higher = more flux/activation; lower = inhibition) at 10 µM | 190,000 compounds, 2.2% hits;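 active means thallium flux slope and its plate-corrected score both differing from the plate sample mean at a set confidence after two filtering rounds, in either direction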;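 further: slope of fluorescence scaled to starting intensity during 10 to 20 s after thallium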
An asterisk follows results filed as active; x = no result given; [ ] = another dose, or the depositor's remark.

SMILES | PERK inh | FXIa inh | KLK5 inh | FXIIa inh | Furin inh | Thrombin inh | m-calpain inh | Rad51 HR inh | KCC2 mod
CC(C)CC(CC(C)C)=NNC(=O)c1ccc2c(c1)OCO2 | 2.0 | 1 | -2 | 8 | -22 | -10 | -15 | 7 | 3.9*
CC(C)n1c(NCc2c[nH]c3ccccc23)nc2ccccc21 | -0.8 | 0 | 14 | 9 | -16[20 µM] | -2 | -7 | x | -0.00068
N#Cc1c(SC(C(=O)O)c2ccccc2)nc2c(c1-c1cccs1)CCCC2 (stereo not drawn) | 2.0 | 3 | 3 | 10 | -17 | 0 | -93 | x | -3.5
Cc1nc(N2CCOCC2)c2c(C)c(C(=O)Nc3ccccc3C(F)(F)F)sc2n1 | 0.7 | -3 | -5 | 9 | -13 | -8 | -17 | -8 | -0.37
CCCC1Cc2[nH]c(=O)c(C#N)cc2CO1 (stereo not drawn) | 0.3 | -7 | -4 | 0 | -83 | -5 | -136 | -3 | 0.048
Cc1cc(C)n(-c2nc(SCC(=O)O)c3c4c(sc3n2)COC(C)(C)C4)n1 | 0.1 | 2 | 1 | 7 | -19 | -11 | -25 | x | 1.8
O=[N+]([O-])c1cnccc1Nc1ccc(F)cc1 | 1.1 | 0 | -12 | 4 | -21[20 µM] | -3 | -15 | 8 | 0.038
CCNC(=O)NC(=O)C(C)OC(=O)c1oc2ccc(OCC)cc2c1C (stereo not drawn) | 0.2 | -6 | -5 | -3 | 10[20 µM] | -2 | 0 | -2 | 0.0015
O=C(NCc1ccccc1)c1nc[nH]c1C(=O)NCc1ccccc1 | 0.7 | -2 | -1 | 6 | -26 | 5 | -11 | 34 | 1.1
Cc1nn(-c2ncc(C(F)(F)F)cc2Cl)c(=O)n1-c1cccc(Cl)c1 | -0.9 | 2 | -6 | 13 | 3[20 µM] | 3 | 27 | x | 0.035
CCSc1nnc(Cc2cc(=O)[nH]c(=O)[nH]2)n1-c1cc(C)ccc1C | 1.6 | 11 | -2 | 24 | -18 | -4 | 15 | -3 | 0.84
CCc1c(C(=O)NCc2ccccc2Cl)[nH]c(C)c1C(C)=O | -0.3 | 3 | -2 | -5 | -13 | 4 | 24 | -4 | x
COC(=O)c1cc2ccsc2n1CC(=O)Nc1cc(C)cc(C)c1 | 0.6 | 6 | 6 | 8 | -10[20 µM] | -5 | -13 | -9 | x
COc1ccc(CCC(=O)OCC(=O)c2cccc(OC)c2)cc1 | 0.9 | -2 | -15 | 0 | -18 | 5 | 29 | -3 | 1.2
CN1CCN(C(=S)Nc2ccccc2Cl)CC1 | -0.8 | -12 | -23 | 11 | -17[20 µM] | 0 | -7 | -1 | x
Cc1ccc(S(=O)(=O)N(CC(=O)N2CCC(C)CC2)Cc2ccccc2F)cc1 | -1.6 | 2 | -16 | 0 | -13[20 µM] | 2 | 18 | -3 | -0.098
COc1ccc(OC)c(S(=O)(=O)N(C)CC(=O)Nc2ccccc2OC)c1 | -0.8 | -14 | -3 | -1 | -14[20 µM] | -4 | -30 | -2 | 1.3
CC(=O)c1cccc(NC(=O)N2CCC(c3nnc(SCC(N)=O)n3C)CC2)c1 | 0.5 | 2 | -4 | 11 | -2 | -4 | -1 | 2 | 1.1
O=C(O)CC(c1cccc2ccccc12)n1cccc1 (stereo not drawn) | -0.3 | 1 | -3 | 11 | -17[20 µM] | 1 | 1 | -5 | -1.7
Cc1ccc(C2NC(=S)NC3=C2C(=O)CC(C)(C)C3)cc1 (stereo not drawn) | -0.1 | -3 | -6 | 3 | -11 | -10 | -1 | -3 | 0.3
O=C(CN1CCCC1)Nc1ccc(OCc2ccccc2)cc1 | 0.6 | -1 | 0 | 5 | -20 | -11 | -4 | 1 | 0.67
Oc1c(Br)cc(Br)cc1C=Nc1ccc2c(c1)OCCO2 | 0.1 | 3 | x | 9 | -39 | -1 | -11 | x | -1.6
CCC(NC(=O)c1ccccc1NC(=O)c1ccco1)C(=O)NNC(=O)c1ccc(OC)cc1 (stereo not drawn) | 0.1 | 6 | 0 | 10 | -6 | -4 | -2 | 5 | 0.71
Cc1c(NC(=S)Nc2ccc(Cl)cc2)c(=O)n(-c2ccccc2)n1C | 0.1 | -1 | 2 | 7 | -10 | -2 | 7 | -163 | x
COc1ccc(-n2nc(C(=O)N3CCN(c4ccc(F)cc4)CC3)c3ccccc3c2=O)c(OC)c1 | -0.7 | 18 | 33 | 13 | -19 | 20 | 1 | 2 | -0.45

One compound at a time (already shown). Values in the order: PERK inh, FXIa inh, KLK5 inh, FXIIa inh, Furin inh, Thrombin inh, m-calpain inh, Rad51 HR inh, KCC2 mod
Record of `O=C(NCc1ccccc1)c1nc[nH]c1C(=O)NCc1ccccc1` = 0.7, -2, -1, 6, -26, 5, -11, 34, 1.1
Record of `Oc1c(Br)cc(Br)cc1C=Nc1ccc2c(c1)OCCO2` = 0.1, 3, x, 9, -39, -1, -11, x, -1.6

The list goes on:
SMILES | PERK inh | FXIa inh | KLK5 inh | FXIIa inh | Furin inh | Thrombin inh | m-calpain inh | Rad51 HR inh | KCC2 mod
CCOc1cc(/C=N/n2cnnc2)ccc1OS(=O)(=O)c1ccccc1 | -0.2 | -3 | -1 | 5 | -21 | -9 | 63* | 7 | -0.18
CCOC(=O)C(C)Oc1ccc(=O)n(-c2ccccc2)n1 (stereo not drawn) | 1.8 | 0 | 1 | 5 | -28 | -1 | 3 | 4 | -0.34
COc1ccc(-n2nc3cc(C)c(NC(=O)C(C)C)cc3n2)cc1 | 1.1 | 8 | -44 | 13 | -36 | 1 | -260 | 5 | 1.1
Clc1cccc(/C=N/Nc2nc(Cl)nc3ccccc23)c1 | 0.3 | 2 | 5 | 0 | -19 | 4 | -32 | 4 | 3.4
CCCCc1ccc(Nc2ncnc3nc[nH]c23)cc1 | -0.2 | 1 | -20 | 13 | -27 | -5 | -12 | x | x
CCc1cccc(CC)c1NC(=O)c1cccc(NC(=O)c2ccccc2)c1 | -2.0 | -1 | -6 | 10 | -17[20 µM] | -1 | 13 | -3 | x
COc1ccccc1N(C)S(=O)(=O)c1ccc(C(=O)NCc2ccc3c(c2)OCO3)cc1 | 0.8 | -1 | 6 | x | -31 | 2 | 17 | -3 | -2.1
CNC(=O)c1cc(C)c(-c2ccccc2)s1 | -0.1 | 2 | 5 | 9 | -15[20 µM] | 0 | -33 | 2 | -1.6
OCCCNC(c1ccccc1)c1ccc(O)cc1 (stereo not drawn) | 1.3 | 3 | 16 | 13 | -14[20 µM] | 0 | -13 | -1 | x
O=C1CCCCC1C(=O)c1ccccc1 (stereo not drawn) | 0.5 | 5 | 6 | 7 | -18 | 2 | -23 | 8 | 0.3
CC(C)c1ccc(NC(=O)C(c2ccccc2)N2CCC3(CC2)OCCO3)cc1 (stereo not drawn) | -0.1 | -4 | 1 | -15 | -21[20 µM] | -11 | 39 | 5 | 0.57
Cc1ccc2c(CC(=O)OCc3nc(N)nc(Nc4ccccc4C)n3)coc2c1 | -0.7 | 10 | 6 | 6 | -9 | 0 | 43 | 1 | x
O=C1c2ccccc2NC(c2ccco2)N1O (stereo not drawn) | 1.6 | 0 | 4 | 0 | -18[20 µM] | -4 | -2 | 1 | 0.72
Cc1ccc(S(=O)(=O)NC(C)(C)CSc2ncccn2)cc1 | -0.1 | -1 | 2 | 10 | -23 | -4 | 1 | 3 | -1.4
Fc1ccc(-c2cnc(-c3cccs3)o2)cc1 | 1.7 | -8 | 7 | -11 | -19[20 µM] | 3 | -245 | -4 | 0.2
CCc1ccc(N2C(=O)CC(NNc3nc4ccccc4s3)C2=O)cc1 (stereo not drawn) | 0.9 | 16 | -5 | 7 | -13 | 1 | 9 | 1 | -0.0055
COc1ccc(C2Nc3ccccc3C(=O)N2c2ccccc2)cc1CSc1ccccn1 (stereo not drawn) | -0.2 | -1 | -10 | 2 | -19 | -5 | -76 | -3 | -0.49
CCN(CC)CC(C)(C)NS(=O)(=O)c1ccc(Cl)cc1 | -0.6 | 11 | -35 | 15 | -17 | -3 | -12 | 1 | x
CCN(Cc1ccccc1)c1ccc(/C=N/NC(=O)c2cccc(S(=O)(=O)N3CCOCC3)c2)cc1 | -0.5 | 12 | 56* | 20 | 2 | 20 | -96 | -9 | -0.41
C(=N\N1CCOCC1)/c1cccs1 | 1.6 | -91 | -12 | 10 | -30 | 3 | 0 | -36 | -0.32
CN(CC(=O)N1CCCc2c1c(=O)oc1ccc(O)cc21)Cc1ccccc1 | 0.0 | 3 | 2 | 2 | -15[20 µM] | 1 | 16 | -2 | 0.19
COC(=O)CSc1nccc(-c2cccs2)n1 | 0.6 | 0 | 3 | 12 | -16 | 0 | -6 | 1 | -1.1
CCn1c2ccccc2c2cc(Nc3cc(C)nc4ncnn34)ccc21 | -0.3 | 4 | -8 | 15 | -13 | -2 | 6 | -2 | -0.64
CC(C)CNC(=O)c1oc2ccccc2c1COc1ccccc1 | -0.4 | 2 | -6 | 7 | -14 | -1 | 37 | x | -0.027
CCOc1ccccc1N1CCN(C(=O)c2ccncc2)CC1 | 1.7 | -3 | -16 | 2 | -17[20 µM] | -6 | -20 | -10 | -1.7
Additional structures
SMILES | PERK inh | FXIa inh | KLK5 inh | FXIIa inh | Furin inh | Thrombin inh | m-calpain inh | Rad51 HR inh | KCC2 mod
CCCN(CCC)S(=O)(=O)c1ccc(C(=O)Nc2nnc(-c3cccc(OC)c3)o2)cc1 | 0.8 | 0 | -33 | 3 | -15 | -2 | -123 | x | 15*
CCn1ncc(NC(=S)Nc2ccc(OC)c(OC)c2)c1C(N)=O | 0.3 | 1 | 2 | 10 | -19 | -5 | -2 | 11 | -0.73
FC(F)(F)Oc1ccc(Nc2nc3ccccc3o2)cc1 | 0.1 | -6 | -3 | 0 | -18 | -4 | -14 | x | 0.72
CN(c1ccccc1)c1ccc(/C=c2\s/c(=C(/C#N)C(=O)C(C)(C)C)n(Cc3ccco3)c2=O)cc1 | 1.2 | 0 | 3 | 12 | 19 | -3 | -56 | x | 0.17
CCCNS(=O)(=O)c1ccc(OCC(=O)NCCCOC)cc1 | 0.5 | 5 | -15 | 12 | -6[20 µM] | 2 | -6 | 0 | x
CCOc1ccc(CN2CCN(C3CCSCC3)CC2CCO)cc1 (stereo not drawn) | 1.5 | 1 | x | 7 | -28 | -3 | -24 | 22 | 1.2
O=C(O)CCN1C(=O)/C(=C/c2ccc(-c3nc4ccccc4s3)o2)SC1=S | 0.8 | 9 | 12 | 20 | -9[20 µM] | 8 | -72 | x | -0.059

Individual results from the results shown:
Cc1nn(-c2ncc(C(F)(F)F)cc2Cl)c(=O)n1-c1cccc(Cl)c1 in Thrombin inh → 3
CCC(NC(=O)c1ccccc1NC(=O)c1ccco1)C(=O)NNC(=O)c1ccc(OC)cc1 (stereo not drawn) in KLK5 inh → 0
CCSc1nnc(Cc2cc(=O)[nH]c(=O)[nH]2)n1-c1cc(C)ccc1C in KCC2 mod → 0.84

High-throughput results deposited in PubChem by several laboratories.

Only part of the results is shown; rates above refer to the full screens.
